Bioassay records as filed in PubChem.
MgcRacGAP inhibition: MgcRacGAP GTPase-activating activity inhibitors, confirmation, biochemical, ADP Hunter fluorescence. Rac GTPase-activating protein 1 (Homo sapiens). MgcRacGAP-stimulated Rac1 GTP hydrolysis, ADP Hunter fluorescence; higher % means a stronger effect; GST-tagged Rac1 F28L mutant substrate. inhibition, % at 30 µM, or IC50 in µM where a hit was titrated. actives 0.6% (n = 340,000). AID 624330, 2012;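 active = first-screen hits whose inhibition reached a set limit at any dose in the follow-up dose series; inconclusive = inhibition above the set first-screen limit but never retested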;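 note: fluorescence reports GDP produced by GAP-driven GTP hydrolysis; strong numbers were not always called active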
NOD1 inhibition: NOD1 signaling inhibitors, primary screen, cell-based, luminescence, uHTS (AID 1578); NOD1-driven NF-kB luciferase reporter cells, luminescence; higher % means a stronger effect; inhibition, % at 4 µM; hits with a dose series show EC50 in µM; actives 1% (n = 290,000); in the data active = inhibition mostly above about 36%, no sharp cut-off; inactive = mostly below about 34%;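 note: HEK-293T reporter cells stimulated with the NOD1 agonist gamma-tri-DAP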
GPR35 arrestin U2OS: GPR35 antagonists blocking zaprinast-driven arrestin recruitment, primary screen, imaging, U2OS, beta-arrestin-GFP, zaprinast agonist (AID 2058). inhibition, % at 10 µM, or IC50 in µM where a hit was titrated. G-protein coupled receptor 35 (Homo sapiens). actives 0.052% (n = 290,000). U2OS GPR35 beta-arrestin-GFP translocation imaging, zaprinast antagonism; higher % means a stronger effect;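 active = inhibition of at least 50% with at least 30 cells and total cytoplasm GFP at most 10,000,000; inconclusive = under 30 cells or total GFP of 10,000,000 plus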
K1F lysis inhibition: inhibition of K1F phage lysis, E. coli UTI89, bacterial capsule biogenesis inhibitors, alamar blue (AID 488966); E. coli UTI89 K1F phage lysis, alamar blue, 2 h; higher % means a stronger effect; inhibition, % at 100 µM, or IC50 in µM where a hit was titrated; actives 0.02% (n = 340,000);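 active = phage lysis inhibition, versus mean bacterial control, above a set limit; inconclusive = no clear call, values can overlap the other calls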;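 note: capsule biogenesis inhibitors block K1F phage lysis so surviving cells raise fluorescence; higher fluorescence means more inhibition of phage lysis; actives were called in the ten point dose series up to 300 µM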
KOR beta-arrestin-1: KOR agonists, beta-arrestin recruitment, primary screen, cell-based, luminescence, uHTS (AID 1777); Kappa-type opioid receptor (Homo sapiens); KOR beta-arrestin recruitment, luminescence; higher % means a stronger effect; activation, % at 10 µM, or EC50 in µM where a hit was titrated; actives 0.02% (n = 280,000); in the data active = activation above about 50%, passing the limit was not always enough; note: a part of the inactive calls stands beside numbers as strong as those of hits
GPR55 antagonists: GPR55 antagonists blocking LPI-driven arrestin recruitment, primary screen, imaging, U2OS, beta-arrestin-GFP, LPI agonist (AID 2013). inhibition, % at 10 µM; hits with a dose series show IC50 in µM. actives 0.13% (n = 290,000). G-protein coupled receptor 55 (Homo sapiens). U2OS GPR55 beta-arrestin-GFP translocation imaging, LPI antagonism; higher % means a stronger effect;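 active = spots per cell inhibited over 60%, with over 100 cells counted and total cytoplasm intensity under 500,000; inconclusive = wells with under 100 cells, flagged as likely toxic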;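 note: U2OS cells stably carrying GPR55 and arrestin-GFP stimulated by 5 µM LPI near EC80; imaged beta-arrestin-GFP aggregate spots per cell after agonist stimulation; plate controls were LPI-stimulated DMSO wells for no effect and DMSO wells without LPI for full effect; some results filed as inactive read as strong as hits; confirmed hits need IC50 under 10 µM and bright autofluorescent wells are also inconclusive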
NTR1 agonist: agonists of NTR1, primary screen, imaging, U2OS cells, beta-arrestin-GFP, high content (AID 493036); Neurotensin receptor type 1 (Homo sapiens), P30989; NTR1-U2OS beta-arrestin-GFP spot imaging, agonist mode; activation, % at 20 µM; actives 0.17% (n = 330,000);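 active = activation at or above 40% of the spot to cytoplasm intensity ratio, with at least 20 cells analyzed; inconclusive = wells under 20 cells, flagged as cytotoxic or low count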;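 note: 0% = DMSO without peptide and 100% = 100 nM NTR1 peptide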
Target sequence (P30989 whole entry, looked up): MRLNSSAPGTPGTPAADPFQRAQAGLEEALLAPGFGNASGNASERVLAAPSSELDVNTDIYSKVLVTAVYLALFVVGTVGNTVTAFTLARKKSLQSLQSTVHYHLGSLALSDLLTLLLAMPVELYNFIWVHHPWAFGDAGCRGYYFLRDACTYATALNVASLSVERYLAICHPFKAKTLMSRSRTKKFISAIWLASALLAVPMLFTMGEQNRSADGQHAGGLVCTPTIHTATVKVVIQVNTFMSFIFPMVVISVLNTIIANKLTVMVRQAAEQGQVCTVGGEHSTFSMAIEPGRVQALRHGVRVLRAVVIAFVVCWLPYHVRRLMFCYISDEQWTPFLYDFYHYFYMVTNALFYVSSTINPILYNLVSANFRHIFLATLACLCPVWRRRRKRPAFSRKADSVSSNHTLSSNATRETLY
GPR55 beta-arrestin: GPR55 agonists via beta-arrestin recruitment, primary screen, imaging, U2OS cells, beta-arrestin-GFP redistribution (AID 1961) | U2OS GPR55 beta-arrestin-GFP redistribution imaging; higher % means a stronger effect | activation, % at 10 µM, or EC50 in µM where a hit was titrated | actives 0.048% (n = 290,000);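 active = activation above 40% with more than 50 cells counted in the well; inconclusive = wells holding fewer than 50 cells, flagged as toxic or sparse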;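 note: U2OS osteosarcoma cells stably expressing GPR55 and beta-arrestin-GFP; plate controls were DMSO negative control for no effect and LPI positive control for full effect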
KOR beta-arrestin-2: KOR antagonists, beta-arrestin recruitment, cell-based, luminescence, uHTS (AID 1778); Kappa-type opioid receptor (Homo sapiens); KOR beta-arrestin recruitment, luminescence, antagonist mode; higher % means a stronger effect; inhibition, % at 10 µM; hits with a dose series show IC50 in µM; actives 0.091% (n = 290,000); in the data active = inhibition above about 50%; note: strong numbers were not always called active
NTR1 agonist cell count 20 µM: second read-out of NTR1 agonist, no call of its own (marks repeat the call); cell count; measured here: cell count, cytotoxicity flag
Starred values were filed as active, the others as inactive; u = inconclusive; x = not tested or not shown; & = joins results of further samples; [ ] = remark or other dose. A portion of the library, so the mix of outcomes need not match the whole.

SMILES	MgcRacGAP inhibition	NOD1 inhibition	GPR35 arrestin U2OS	K1F lysis inhibition	KOR beta-arrestin-1	GPR55 antagonists	NTR1 agonist	NTR1 agonist cell count 20 µM	GPR55 beta-arrestin	KOR beta-arrestin-2
CCOc1ccc(S(=O)(=O)Nc2cc(OC)c(OC)cc2C(=O)O)cc1	11%	6%	9%	0.8%	-0.8%	2%	-1.8	84	0.0%	-28%
COc1ccc(-c2[nH]ncc2/C=N\NC(=O)c2cccs2)cc1OC	0%	-41%	-7%	0.0%	-3.1%	-3%	-0.1	52	-0.1%	33%
CSc1nc(S(=O)(=O)c2ccccc2)c(Cl)s1	7%	14%	0%	0.1%	-0.3%	2%	0.7	81	-0.1%	-1%[20 µM]
CCOc1ccc(C(=O)N/N=C/c2cc([N+](=O)[O-])cs2)cc1	-4%	6%	8%	0.2%	-8.7%	10%	-1.0	21	1.1%	34%
Cn1nc([N+](=O)[O-])nc1Sc1ccc(C(C)(C)C)cc1	3%	-21%	4%	-0.4%	0.2%	20%	3.5	78	0.2%	-3%
C/C(=N\NC(=O)CCCCCNC(=O)c1ccccc1)c1ccccc1O	3%	-26%	-12%	-1.7%	1.3%	3%	-1.0	49	0.2%	12%
O=C(Nc1nnc(C2CC2)s1)c1ccccn1	-1%	49%	-3%	0.0%	6.0%	7%	-2.1	31	-0.1%	-21%
COc1cc2c(cc1/C=C/C(=O)O)OC(C)C2 (stereo not drawn)	5%	-19%	-7%	-0.5%	0.5%	0%	0.5	47	-0.5%	-7%
Clc1ccc(-n2nnnc2-c2ccccc2)cc1Cl	5%	-8%	6%	1.2%	1.9%	14%	-1.0	56	0.3%	-4%
CCc1ccccc1NC(=O)c1ccc2c(c1)CCN2S(C)(=O)=O	14%	-49%	6%	2.2%	-2.9%	9%	-0.4	61	-0.1%	-4%
COc1ccc(OC)c(NC(=O)CSc2nc(N3CCOCC3)nc(N3CCOCC3)n2)c1	8%	3%	20%	1.5%[50 µM]	-2.9%	16%	-0.4	65	-0.1%	12%
Cc1ccc(C(=O)NCCN(C)C)cc1C	11%	-3%	-7%	0.1%	-7.5%	2%	-1.5	71	-0.1%	6%
Cc1cnc(NC(=O)c2cc3c(C)nn(-c4ccccc4)c3s2)s1	7%	8%	3%	3.3%	-3.0%	5%	7.2	74	-0.3%	-29%
CN(Cc1ccccc1)C(=O)CN1C(=O)NC(C)(c2ccc(Cl)cc2)C1=O (stereo not drawn)	4%	-24%	-3%	0.5%	0.0%	4%	0.0	53	0.7%	-24%
CN(C)S(=O)(=O)c1ccc(Cl)c(NC(=O)CSc2nc3c(cc2C#N)C(=O)CCC3)c1	23%	-21%	1%	1.9%[50 µM]	-0.6%	-8%	6.4	63	0.9%	-19%
CN(C)c1cccc(C(=O)N2CCC(n3nccc3NC(=O)C3CCOC3)CC2)c1 (stereo not drawn)	-7%	-16%	-10%	0.3%	0.2%	8%	-0.9	56	0.0%	-3%
COc1ccc(S(=O)(=O)NCC(=O)NCc2cc(=O)n(C)c(=O)n2C)cc1	10%	-24%	0%	0.5%	2.1%	4%	-0.4	59	0.2%	41%
CC(=O)c1c(C)[nH]c(C(=O)Nc2cccc(C)c2C)c1C	3%	8%	6%	0.0%	-3.4%	3%	-0.8	44	0.3%	25%
c1ccc2nc(-c3ccc(-n4ccnc4)cc3)ccc2c1	7%	-20%	6%	0.1%	-0.9%	-2%	4.3	100	-0.1%	4%
CN1c2ccc(Cl)cc2C(=O)NC1C1CC=CCC1 (stereo not drawn)	9%	-5%	0%	-1.5%	-1.4%	-16%	2.2	59	-0.2%	13%
COc1cc(/C=N/NC(=O)Cn2ccc(C(F)(F)F)n2)cc(OC)c1OC	9%	-40%	-4%	0.0%	-0.6%	-11%	1.8	83	0.5%	7%
Nc1nc(-c2ccc(Cl)cc2)c(S(=O)(=O)c2ccccc2)s1	-12%	-3%	8%	0.0%	-3.2%	7%	-0.1	90	0.2%	8%
CCN1CCN(CCC(=O)Nc2ccc(C)cc2)CC1	7%	-14%	-16%	0.2%	4.3%	-6%	-0.2	71	0.3%	-49%[20 µM]
COc1ccc2ccccc2c1/C=N/NC(=S)NCCN1CCOCC1	4%	-19%	6%	0.2%	-5.6%	4%	-1.0	72	0.4%	-5%
O=C(O)c1ccc(Cl)c(S(=O)(=O)N(Cc2ccccc2)c2ccc(F)cc2)c1	7%	18%	-4%	0.1%	-0.7%	-10%	-1.6	87	-0.1%	-12%
O=C(Nc1cccc(S(=O)(=O)N2CCCC2)c1)c1ccncc1	3%	-11%	16%	1.0%	-5.1%	17%	0.4	55	-0.1%	19%
COc1cccc2c1NC(C(=O)O)C1CC=CC21 (stereo not drawn)	u	-12%	20%	1.9%[50 µM]	-0.6%	19%	4.0	65	0.4%	8%
CCn1c(SCC(=O)Nc2c(C#N)cnn2-c2ccccc2)nnc1-c1cccs1	x	4%	5%	x	1.7%	22%	-1.9	33	-0.1%	8%
CCOC(=O)C1=C(O)C(=O)N(c2ccc(S(N)(=O)=O)cc2)C1c1ccc(OC)cc1OC (stereo not drawn)	1%	18%	-4%	0.3%	1.5%	6%	-0.1	94	-0.2%	2%
O=C(c1c(Cl)cccc1Cl)N1CCCCCC1	7%	-4%	-8%	0.9%	-0.5%	9%	0.3	49	-0.1%	-15%
O=c1cc(C(F)F)oc2c1ccc1ccccc12	2%	27%	14%	0.8%	11%	16%	1.7	45	-0.2%	5%
CCCC(=O)N(Cc1cc2cc(C)ccc2[nH]c1=O)c1ccccc1OC	11%	3%	-2%	-0.3%	4.4%	-7%	-0.7	44	0.2%	-2%
CCN1CCN(Cc2ccc(NC(=O)c3ccc(C)c(NC(=O)c4c[nH]c5cc(C(F)(F)F)ccc5c4=O)c3)cc2C(F)(F)F)CC1	11%&6%	-5%	11%	1.0%	-2.9%	11%	3.9	91	-0.1%	14%
COc1cnc(SC)nc1Nc1ccc(C#N)cc1	5%	-9%	6%	0.2%	13%	9%	0.7	81	0.2%	42%
COc1cc(NC(C)CCCN)c2ncccc2c1Oc1ccccc1 (stereo not drawn)	2%	-15%	17%	1.1%[50 µM]	4.2%	24%	6.4	53	-0.4%	x
Cc1ccccc1N1CCN(C2CCCN(C(=O)CCC3(C)CC3)C2)CC1 (stereo not drawn)	5%	-12%	-23%	0.0%	5.2%	-10%	0.7	72	-0.2%	-1%
Cc1n[nH]c(=S)n1Cc1ccccc1	13%	4%	-4%	0.2%	x	2%	1.9	43	-0.2%	25%
Cc1cc(C)n(CC2CC(=O)N(c3cc(Cl)cc(Cl)c3)C2=O)n1 (stereo not drawn)	5%	-26%	-10%	5.0%	5.0%	-1%	2.1	46	-0.1%	24%
CCN(C(C)=O)c1nc(CCl)cs1	2%	-20%	-18%	0.5%	0.4%	-10%	-0.7	82	-0.4%	-26%
COC(=O)c1c(NC(=O)CN2CCOCC2)sc2c1CCC(C)C2 (stereo not drawn)	3%	-31%	-7%	0.1%	-4.8%	-6%	7.5	67	0.1%	-3%
Cc1cc(NS(=O)(=O)c2ccc(NC(=O)/C=C/c3ccc(Br)cc3)cc2)no1	15%	-17%	-7%	0.0%	7.9%	12%	-0.5	66	-0.2%	-57%
c1ccc(Nc2nc(NCC3CCCO3)c3ccccc3n2)cc1 (stereo not drawn)	11%	-4%	-15%	11%	9.1%	16%	1.2	96	1.0%	-23%
COc1cc(SC#N)ccc1N=Cc1c(C)[nH]n(-c2ccc(C)cc2)c1=O	11%	-50%	9%	2.6%[50 µM]	6.5%	13%	x	x	1.4%	-12%
Brc1cccc(-c2nnc3sc(CN4CCC5(CC4)OCCO5)cn23)c1	0%	9%	-1%	5.8%	-1.8%	19%	0.7	52	-0.1%	29%
CCOc1ccc2cc(C#N)c(SCC(=O)N3CCOCC3)nc2c1	6%	-26%	-13%	0.6%	-4.9%	-1%	8.2	83	-0.2%	-99%
N/C(=N\N=C\c1ccc2c(c1)OCO2)SC1CC(=O)N(c2ccc(C(=O)O)cc2)C1=O (stereo not drawn)	10%	12%	-28%	0.3%	0.4%	4%	0.0	96	-0.3%	-34%
Cc1ccc(NC(=S)Nc2cccc(S(=O)(=O)Nc3c(C)n(C)n(-c4ccccc4)c3=O)c2)cc1	7%	-23%	2%	2.1%	-0.4%	10%	2.2	54	-0.5%	-10%
Cc1cccc(N2CCN(C(=O)c3noc4c3COc3ccc(C)cc3-4)CC2C)c1 (stereo not drawn)	8%	7%	6%	3.5%	-2.5%	8%	8.4	74	-0.1%	-41%[20 µM]
COc1ccc(CCNC(=O)CCNC(=O)N2CC(=O)Nc3ccccc32)cc1OC	2%	10%	2%	-0.1%	1.9%	-16%	-1.2	56	0.8%	6%
CCC(=O)Nc1cccc(-c2nnc(SCC(=O)NCc3ccco3)n2C)c1	-7%	9%	4%	0.1%	-1.0%	14%	1.4	78	0.7%	-8%
CCOC(=O)N1CCN(c2cc(=O)n(-c3ccc(OCC)cc3)c(=O)[nH]2)CC1	7%	-21%	-5%	1.5%	-5.8%	13%	1.9	45	-0.3%	23%
CCC(C)NC(=O)CNC(=S)N(Cc1ccc(F)cc1)C1CCCCC1 (stereo not drawn)	-4%	-15%	-4%	0.4%	9.2%	4%	-0.2	51	-0.3%	-20%
[N-]=[N+]=CC(=O)CC(c1ccccc1)N1C(=O)c2ccccc2C1=O (stereo not drawn)	11%	-20%	8%	2.3%	1.5%	1%	-0.9	23	0.2%	-46%
CCNc1ccc(C(=O)OCC(=O)c2cc(C)n(Cc3ccc4c(c3)OCO4)c2C)cc1[N+](=O)[O-]	-1%	-19%	-16%	1.4%	0.1%	2%	1.9	44	0.0%	-28%
